DDE Tn7 FP inh: disrupts Tn7 cyclic peptide binding to fibrin D-Dimer-E complex. FP displacement of FITC-Tn7 peptide from fibrin DD(E); 0% = median of compound wells per plate. hit rate 0.13% among 370,000. AID 720508. P02675. inhibition, % at 8.3 µM;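 active means inhibition above the mean of compounds falling within the control limits plus 3 SD of them, cut at about 14% in these data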;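 further: 0% = plate median of compound wells and 100% = 10 µM Aha-Tn7 peptide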
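Measure: % inhibition scaled between sample-field median and high-control FP; Test system: human fibrin DD(E); Quantity: 2 µM final DD(E) protein; Doses: one dose, 8.3 µM nominal; Schedule: compound with protein 10 min, then 3 h after probe, room temperature; Detection: fluorescence polarization; Medium: Tris buffer with calcium and detergent, pH 7.8.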
MBD2 DNA inh: blocks human MBD2 binding to methylated DNA. Q9UBB5. hit rate 0.31% among 370,000. TR-FRET, MBD2 binding to methylated oligonucleotide. inhibition, % at 4.4 µM; in the data active means inhibition above about 13%
Target sequence (Q9UBB5 whole entry, looked up): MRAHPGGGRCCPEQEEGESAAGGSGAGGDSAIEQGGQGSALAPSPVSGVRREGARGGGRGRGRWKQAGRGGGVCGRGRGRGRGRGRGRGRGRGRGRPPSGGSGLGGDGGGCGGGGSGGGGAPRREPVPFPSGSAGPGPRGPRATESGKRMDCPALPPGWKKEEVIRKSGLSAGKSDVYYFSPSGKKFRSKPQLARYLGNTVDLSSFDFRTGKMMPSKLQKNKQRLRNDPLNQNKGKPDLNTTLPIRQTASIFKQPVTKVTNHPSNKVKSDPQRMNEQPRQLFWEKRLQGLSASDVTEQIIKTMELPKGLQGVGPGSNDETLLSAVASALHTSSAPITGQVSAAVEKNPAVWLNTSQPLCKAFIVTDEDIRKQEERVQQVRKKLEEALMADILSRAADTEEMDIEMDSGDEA
ADAM17 inh: ADAM17 inhibition, QFRET primary screen; P78536; recombinant ADAM17, EDANS/DABCYL FRET peptide cleavage; inhibition, % at 6.95 µM; hit rate 0.83% among 370,000; AID 720648;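 active means inhibition above the mean of compounds lying between control limits plus 3 SD, set per campaign, cut at about 8.5% in these data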;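 further: 0% = DMSO-only wells as the low control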
PLCg1 inh: blocks human PLC-gamma1 enzyme activity; P19174; purified PLC-gamma1, fluorogenic substrate, fluorescence; inhibition, % at 12.2 µM; hit rate 0.84% among 370,000; in the data active means inhibition above about 9.5%
proKLK7 act: activates the human kallikrein-7 zymogen | P49862 | purified proKLK7, EDANS-DABCYL substrate fluorescence; 100% is mature enzyme control, 0% vehicle | activation, % at 7 µM | hit rate 0.9% among 370,000;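 active means activation above the mean of all tested compounds plus 3 SD, computed per campaign excluding outliers beyond control limits, cut at about 13% in these data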
Target sequence (P49862 whole entry, looked up): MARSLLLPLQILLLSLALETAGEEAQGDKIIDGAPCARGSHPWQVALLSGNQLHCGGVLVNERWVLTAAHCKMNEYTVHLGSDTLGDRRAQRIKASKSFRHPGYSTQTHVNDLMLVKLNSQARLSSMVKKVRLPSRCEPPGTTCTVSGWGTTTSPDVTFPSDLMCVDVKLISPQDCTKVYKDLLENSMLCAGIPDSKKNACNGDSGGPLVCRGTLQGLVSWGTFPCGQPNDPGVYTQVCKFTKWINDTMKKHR
Tn6 DDE FP: disrupts Tn6 cyclic peptide binding to fibrin D-Dimer-E complex; P02675; Fibrin DD(E) TRITC-Tn6 fluorescence polarization displacement; inhibition, % at 8.3 µM; hit rate 0.21% among 370,000; AID 720509;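 active means inhibition above a per-campaign cutoff: mean of compounds within control limits plus 3 SD, cut at about 15% in these data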;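 further: 0% = median of all compound wells on the plate and 100% = blocking peptide control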
PLCb3 inh: blocks human PLC-beta3 enzyme activity | Q01970 | Purified PLC-beta3, fluorogenic substrate, fluorescence | inhibition, % at 12.2 µM | hit rate 0.18% among 370,000 | AID 720704; in the data active means inhibition above about 11%;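 further: 0% = median of compound wells on plate and 100% = full blocker control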
UHRF1 MBD2 ctr: UHRF1 methyl-DNA binding inhibition; UHRF1 binding to methylated oligo, TR-FRET; inhibition, % at 4.4 µM; hit rate 0.75% among 370,000; in the data active means inhibition above about 21%;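 further: UHRF1 SRA domain binding a hemimethylated CpG hairpin DNA probe; 0% = median of test compound wells and 100% = reference inhibitor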
ASAP1 GAP inh: blocks human ASAP1-stimulated Arf1 GTP hydrolysis; Q9ULH1; GDP FP detection; inhibition, % at 16.5 µM; hit rate 0.19% among 360,000; in the data active means inhibition above about 25%;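 further: 0% = vehicle with enzyme and substrate and 100% = no enzyme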
Target sequence (Q9ULH1 325-724 limits assumed): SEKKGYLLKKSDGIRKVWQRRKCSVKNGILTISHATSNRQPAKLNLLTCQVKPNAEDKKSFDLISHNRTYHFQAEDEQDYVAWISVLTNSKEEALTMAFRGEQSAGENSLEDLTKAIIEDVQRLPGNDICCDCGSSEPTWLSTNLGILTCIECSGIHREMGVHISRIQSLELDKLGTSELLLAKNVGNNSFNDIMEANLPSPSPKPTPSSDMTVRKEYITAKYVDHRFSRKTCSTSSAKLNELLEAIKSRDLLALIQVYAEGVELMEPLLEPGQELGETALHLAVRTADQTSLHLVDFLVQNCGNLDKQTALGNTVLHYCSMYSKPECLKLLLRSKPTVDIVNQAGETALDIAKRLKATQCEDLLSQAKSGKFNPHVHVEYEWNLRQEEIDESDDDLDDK
ARFGAP1 inh: rat ARFGAP1 inhibition | Arfgap1-stimulated ARF1 GTP hydrolysis, GDP FP detection | inhibition, % at 16.5 µM | hit rate 0.26% among 360,000 | AID 651572;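 active means inhibition above a per-plate limit, mean inhibition of low control wells plus 3 SD, cut at about 25% in these data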;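 further: 0% = DMSO wells with enzyme and 100% = wells lacking Arfgap1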
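Material: truncated rat Arfgap1 GAP domain; Incubation: compound-enzyme preincubation 20 min, reaction 120 min, detection 60 min, 25 °C; Read-out: percent inhibition of Arfgap1-stimulated GTP hydrolysis; Technique: FP, GDP Alexa 633 tracer displaced from anti-GDP antibody, 620/688 nm; Controls: No-Arfgap1 wells (100%) versus DMSO full-reaction wells (0%); Replication: single well per compound.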
Numbers without * were called inactive; i = inactive; . = not tested or not shown; & = joins results of further samples.

SMILES	DDE Tn7 FP inh	MBD2 DNA inh	ADAM17 inh	PLCg1 inh	proKLK7 act	Tn6 DDE FP	PLCb3 inh	UHRF1 MBD2 ctr	ASAP1 GAP inh	ARFGAP1 inh
COC(=O)c1cc(NC(=S)N2CCN(C(=O)C3CCCO3)CC2)cc(C(=O)OC)c1 (stereo unspecified)	0	-5	-17	-14	0.5	0	-20	-4	1	-8
COc1cccc(C2=CC(=O)C(C(C)(C)C)N2C(C)(C)C)c1 (stereo unspecified)	4	-1	0	-1	0.2	-2	-5	-2	1	-3
O=C(COc1ccc(Cl)cc1Cl)NCCN1CCCC1	0	-1	2	2	0.0	6	-2	1	9	8
Cc1ccc(S(=O)(=O)N2CCN(C(=O)CSc3nncs3)CC2)cc1	-2	-2	-2	5	-0.8	-2	-2	-1	5	6
CC(=O)Nc1ccc(N=Cc2c(O)ccc3ccccc23)cc1	-4	-5	1	-5	-0.6	4	-12	-3	-3	-7
O=C(c1ccc(S(=O)(=O)Cc2cc(F)ccc2F)c([N+](=O)[O-])c1)N1CCOCC1	2	7	-6	3	-0.5	-7	1	1	11	-2
CCC(NC(=O)c1ccc2c(c1)c(C)c(C)n2Cc1ccc(-c2ccccc2C#N)cc1)c1ccccc1 (stereo unspecified)	-4	7	-6	2	-2.4	-7	-13	4	.	.
Clc1cncc(Cl)c1N/N=C/c1ccccc1	-1	-2	-2	-1	1.7	7	-9	-4	-6	1
COCCOC(=O)C1=C(C)Nc2nc(C)nn2C1c1ccc(F)cc1 (stereo unspecified)	7&-1	-5&0	-4&-2	-1&-1	-0.8&-0.3	-2&-7	2&1	-1&-1	0&0	-15&-2
CCCCn1c(SCC(=O)N2c3ccccc3Sc3ccccc32)nc2c1c(=O)n(C)c(=O)n2C	5	0	-5	3	0.1	2	-2	2	4	-2
Cc1ccc(C2/C(=C(\O)c3c(C)nc4ccccn34)C(=O)C(=O)N2CCN(C)C)o1 (stereo unspecified)	1	2	-5	-4	0.4	-4	-16	-1	-10	0
COC(=O)c1nn(-c2ccc(F)cc2)ccc1=O	-1	-8	-2	1	0.1	11	-2	0	-18	2
CC1(C)Cc2c(cnn2-c2cccc(F)c2)C(NC(=O)CSc2ccncc2)C1 (stereo unspecified)	-8	2	0	1	0.4	-9	-7	1	3	6
Cc1[nH]c(C)c(S(=O)(=O)N2CCN(c3cccc(Cl)c3)CC2)c1C(=O)N1CCCC1	3	2	-1	1	-0.4	3	-4	-2	-7	4
O=C(COc1ccccc1Cl)Nc1ccc(C(=O)O)cc1NC(=O)COc1ccccc1Cl	6	0	-1	2	0.0	2	-8	1	0	2
CCN(CC)C(=O)COC(=O)c1cc(-c2ccco2)nc2ccccc12	-3	-2	-217	i	74*	-1	i	10	3	-9
CC(C)CC(=O)N1CCN(S(=O)(=O)c2ccc(F)cc2)CC1	2	3	0	0	0.4	-3	1	0	6	14
O=C(Nc1cccnc1)c1ccccc1-c1ccccc1	1	2	2	-4	-0.3	0	-1	3	3	11
Cc1c(NC(=O)c2ccccc2NC(=O)c2ccccc2)cccc1C(=O)O	0	3	-7	-3	0.5	3	-7	-2	3	-1
CCOC(=O)CSc1nnc(NCC(=O)OC(C)C)c(=O)[nH]1	-6	4	0	1	-2.4	-2	-4	0	-4	-7
COc1ccc(N2CCN(C(=O)CCCCn3c(=O)[nH]c4ccsc4c3=O)CC2)cc1	6	-2	-1	-3	0.4	-3	-7	0	3	-10
CC(C)(C)c1ccccc1OCC(=O)Nc1ncn[nH]1	6	-6	4	0	-0.5	9	3	-5	16	-5
Cc1nnc(Sc2cc(C(=O)NCc3ccco3)c3ccccc3n2)s1	4	-4	-7	-8	-0.2	9	-10	-4	0	-13
COc1ccc(N(CC(=O)N2CCN(c3ccccc3)CC2)S(=O)(=O)c2ccccc2)cc1	-9	-1	6	9	-0.2	2	10	1	8	-3
CCc1ccccc1NNC(=O)CCc1ccccc1	7	-1	-4	2	0.6	-2	-2	1	-6	-3
O=C(OCC(=O)N1CCN(S(=O)(=O)c2ccccc2)CC1)c1ccc([N+](=O)[O-])o1	-7	-2	1	1	-0.2	2	-3	-5	-7	0
Nc1nc(NCc2ccco2)nc(Nc2ccc(F)cc2)c1[N+](=O)[O-]	-4	-1	2	-2	0.3	-3	-1	0	2	-4
O=C(NC(Cc1ccccc1)C(=O)O)/C(=C/c1ccco1)NC(=O)c1cccc(Br)c1 (stereo unspecified)	4	-3	-5	-23	-0.4	-6	-29	2	5	5
Cc1ccc(NC(=O)c2nnn(-c3cccc(C(F)(F)F)c3)c2N)cc1	1	2	0	6	-0.7	3	2	4	12	11
CC(C)C(=O)N1CCN(c2ccc(NC(=S)NC(=O)c3cc4ccccc4o3)cc2)CC1	0	3	-4	0	1.1	5	-6	4	-10	8

11 entries from above, set out differently:
Molecule | DDE Tn7 FP inh | MBD2 DNA inh | ADAM17 inh | PLCg1 inh | proKLK7 act | Tn6 DDE FP | PLCb3 inh | UHRF1 MBD2 ctr | ASAP1 GAP inh | ARFGAP1 inh
O=C(c1ccc(S(=O)(=O)Cc2cc(F)ccc2F)c([N+](=O)[O-])c1)N1CCOCC1 | 2 | 7 | -6 | 3 | -0.5 | -7 | 1 | 1 | 11 | -2
CCC(NC(=O)c1ccc2c(c1)c(C)c(C)n2Cc1ccc(-c2ccccc2C#N)cc1)c1ccccc1 (stereo unspecified) | -4 | 7 | -6 | 2 | -2.4 | -7 | -13 | 4 | . | .
Clc1cncc(Cl)c1N/N=C/c1ccccc1 | -1 | -2 | -2 | -1 | 1.7 | 7 | -9 | -4 | -6 | 1
COCCOC(=O)C1=C(C)Nc2nc(C)nn2C1c1ccc(F)cc1 (stereo unspecified) | 7&-1 | -5&0 | -4&-2 | -1&-1 | -0.8&-0.3 | -2&-7 | 2&1 | -1&-1 | 0&0 | -15&-2
CCCCn1c(SCC(=O)N2c3ccccc3Sc3ccccc32)nc2c1c(=O)n(C)c(=O)n2C | 5 | 0 | -5 | 3 | 0.1 | 2 | -2 | 2 | 4 | -2
Cc1ccc(C2/C(=C(\O)c3c(C)nc4ccccn34)C(=O)C(=O)N2CCN(C)C)o1 (stereo unspecified) | 1 | 2 | -5 | -4 | 0.4 | -4 | -16 | -1 | -10 | 0
COC(=O)c1nn(-c2ccc(F)cc2)ccc1=O | -1 | -8 | -2 | 1 | 0.1 | 11 | -2 | 0 | -18 | 2
CC1(C)Cc2c(cnn2-c2cccc(F)c2)C(NC(=O)CSc2ccncc2)C1 (stereo unspecified) | -8 | 2 | 0 | 1 | 0.4 | -9 | -7 | 1 | 3 | 6
Cc1[nH]c(C)c(S(=O)(=O)N2CCN(c3cccc(Cl)c3)CC2)c1C(=O)N1CCCC1 | 3 | 2 | -1 | 1 | -0.4 | 3 | -4 | -2 | -7 | 4
O=C(COc1ccccc1Cl)Nc1ccc(C(=O)O)cc1NC(=O)COc1ccccc1Cl | 6 | 0 | -1 | 2 | 0.0 | 2 | -8 | 1 | 0 | 2
CCN(CC)C(=O)COC(=O)c1cc(-c2ccco2)nc2ccccc12 | -3 | -2 | -217 | i | 74* | -1 | i | 10 | 3 | -9

Continuation:
SMILES	DDE Tn7 FP inh	MBD2 DNA inh	ADAM17 inh	PLCg1 inh	proKLK7 act	Tn6 DDE FP	PLCb3 inh	UHRF1 MBD2 ctr	ASAP1 GAP inh	ARFGAP1 inh
CN(C)CCCN(C(=O)c1ccc(S(=O)(=O)N(C)Cc2ccccc2)cc1)c1nc2cc3c(cc2s1)OCO3	4	2	1	1	-1.3	0	-6	-1	0	4
COc1ccc(CN2CCN(C(=O)CC(C)C)CC2)cc1Br	0	-6	2	0	-0.5	3	-9	1	0	4
O=C(CCn1nnc(-c2cccs2)n1)NCc1ccccc1Cl	2	-4	-6	0	-0.4	-1	-1	-1	-14	12
O=[N+]([O-])c1ccc(C(O)CSC(=S)N2CCCCC2)cc1 (stereo unspecified)	1	0	0	2	-0.2	-9	3	0	0	-6
O=C(c1ccc(N2CCCC2)c([N+](=O)[O-])c1)N1CCN(c2ccccn2)CC1	-5	-3	-2	0	0.4	-11	0	-5	-13	8
O=C(Nc1nc(=O)n(C(=O)c2cccc(C(F)(F)F)c2)s1)c1ccccc1	3	-2	-3	1	0.3	11	-45	-1	9	12
C=CCOC(=O)Nc1snnc1C	-1	1	-4	0	0.3	-6	0	2	-5	11
CSCCC1NC(=O)N(CC(=O)Nc2ccc3c(c2)OCCO3)C1=O (stereo unspecified)	3	1	-1	1	-0.1	1	-8	-1	-7	-7
CCOC(=O)c1c(C)nc2cc(C)ccn12	-2	2	-1	2	-0.6	-1	1	-4	4	5
CC(=O)c1ccc(OCC(=O)N2CCCC(Nc3ccc(C)c(C)c3)C2)cc1 (stereo unspecified)	-1	-5	-1	2	0.1	-7	-9	0	-1	-4
COc1ccc(C(=O)NC2(C(F)(F)F)N=C3SCCN3C2=O)cc1 (stereo unspecified)	-3	0	-4	2	-0.1	-2	2	0	-11	8
CC(C)c1ccc(N(CC(=O)Nc2ccc(S(=O)(=O)N3CCOCC3)cc2)S(C)(=O)=O)cc1	0	0	8	6	0.2	-6	7	-2	10	22
CCn1c(NC2CCCCC2)nc2ccccc21	0	1	-3	2	0.4	0	-1	-4	13	3
CCOC(=O)c1cc(CC)sc1/N=C/c1c(O)ccc2ccccc12	0	-4	-4	-5	-0.4	6	-1	-1	-6	0
CCCCSc1nnc2[nH]c(=O)cc(N)n12	-1	-6	-6	-4	0.4	2	-3	0	-2	-2
Cc1ccc(NC(=O)CN(C)C(=O)c2ccccc2Cc2ccccc2)cc1	11	-8	-1	-2	0.0	1	-6	-2	3	-4
CC(C)(C)C(=O)Nc1cccc2[nH]ncc12	3	-5	-7	0	-0.5	2	-6	0	12	-2
O=C(c1ccccc1Oc1ccc([N+](=O)[O-])cc1)N1CCOCC1	-5	-1	-6	1	0.1	3	-8	-1	7	-9
Cc1ccc(-n2cc[nH]c2=S)cc1C	-7	-5	-1	0	-0.1	0	4	5	12	4
NS(=O)(=O)c1ccc(CCNC(=O)CSc2nc3ccsc3c(=O)n2Cc2ccccn2)cc1	-2	0	-9	-28	0.9	-6	-38	-1	13	-3
COc1ccc(C(=O)N[C@@H]2CC[C@@]34CCCN3C(=O)CCC[C@H]4[C@H]2C)cc1	4	5	-1	2	.	1	2	1	.	.
COc1ccc(NC(=O)CSc2nc3ccncc3[nH]2)c(OC)c1	-6	2	0	2	0.4	7	-4	3	-5	4
COc1ccc(C(=O)Nc2c(N)nc(SCC(=O)N3CCCCCC3)[nH]c2=O)cc1OC	1	-2	0	2	0.3	6	0	1	4	3
CCn1cc(C(=O)N[C@H](C(=O)NC(C)(C)CO)C(C)C)c(=O)c2cc3c(cc21)OCO3	-3	-4	-2	-4	0.7	-5	-8	-2	5	9
CSc1ccc(/C=C(/NC(=O)c2ccco2)C(=O)N2CCCCCC2)cc1	-4	-5	-2	-31	-0.1	-1	-36	-2	4	-2

High-throughput results: PubChem, The Scripps Research Institute Molecular Screening Center
